Assay outcomes (PubChem)
D1 potentiator = potentiators of human D1 dopamine receptor; P21728; HEK293 TREx D1 cells, calcium flux, dopamine EC20 potentiation; potentiation, % at 10 µM; actives 0.036% (n = 360,000); in the data active means potentiation above about 30%; further: 0% is about no effect
Target sequence (P21728 whole entry, looked up): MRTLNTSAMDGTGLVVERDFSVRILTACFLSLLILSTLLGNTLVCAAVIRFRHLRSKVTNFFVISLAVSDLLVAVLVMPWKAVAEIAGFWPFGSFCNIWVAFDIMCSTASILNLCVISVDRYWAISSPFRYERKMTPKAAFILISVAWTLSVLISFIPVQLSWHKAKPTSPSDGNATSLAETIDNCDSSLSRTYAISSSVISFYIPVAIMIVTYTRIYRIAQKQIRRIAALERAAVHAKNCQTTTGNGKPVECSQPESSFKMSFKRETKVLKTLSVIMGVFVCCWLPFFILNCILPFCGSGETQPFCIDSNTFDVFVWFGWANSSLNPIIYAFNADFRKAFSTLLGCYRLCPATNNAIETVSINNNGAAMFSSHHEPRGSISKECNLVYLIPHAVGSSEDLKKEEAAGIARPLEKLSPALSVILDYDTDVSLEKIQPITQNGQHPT
LDHA inh = inhibitors of human lactate dehydrogenase A | activity change, % (values are at about 110 or 230 µM) | purified LDHA, NADH/diaphorase-resazurin fluorescence; stronger effect = lower value | P00338 | actives 0.15% (n = 480,000); in the data active means activity change below about -30%; inconclusive means mostly about -25% to -30%;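 further: plate controls were DMSO wells for no effect and wells without enzyme for full effect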
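Enzyme activity of human lactate dehydrogenase 5 (2 nM; 0.06 mM NADH, 0.2 mM pyruvate, 5 min, RT) is measured via a resazurin/diaphorase fluorescence readout of residual NADH.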
D2 potentiator = D2 dopamine receptor (human) potentiation. HEK293 T-REx D2, calcium flux, EC20 dopamine potentiation. potentiation, % at 10 µM. actives 0.34% (n = 340,000);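 active means potentiation over 3 SD above the plate norm, cut at about 30% in these data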; further: 0% is about no effect
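Cells plated with tetracycline inducer and held overnight at 30 C; calcium dye loaded 30–90 min at room temperature; baseline taken, compound added and read 180 s; EC20 dopamine then added and read 180 s.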
Vif-APOBEC3G blk = blocks the Vif interaction with human APOBEC3G; Q9HC16; HeLa A3G-eYFP + Vif (tagged APOBEC3G with the HIV-1 protein that degrades it), YFP fluorescence, overnight; Potency, µM (doses to about 46.1 µM), for inactives: at the top dose activity, negative = active, hits mostly inhibitors; actives 0.076% (n = 410,000); AID 602310;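 further: potency means the concentration at half of the fitted maximal effect; on the % scale 0 is the no-effect control and ±100 the full control effect; nearly all actives have a fitted effect of over 60% in size; hits raise eYFP signal because A3G escapes Vif-driven loss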
Target sequence (Q9HC16 whole entry, looked up): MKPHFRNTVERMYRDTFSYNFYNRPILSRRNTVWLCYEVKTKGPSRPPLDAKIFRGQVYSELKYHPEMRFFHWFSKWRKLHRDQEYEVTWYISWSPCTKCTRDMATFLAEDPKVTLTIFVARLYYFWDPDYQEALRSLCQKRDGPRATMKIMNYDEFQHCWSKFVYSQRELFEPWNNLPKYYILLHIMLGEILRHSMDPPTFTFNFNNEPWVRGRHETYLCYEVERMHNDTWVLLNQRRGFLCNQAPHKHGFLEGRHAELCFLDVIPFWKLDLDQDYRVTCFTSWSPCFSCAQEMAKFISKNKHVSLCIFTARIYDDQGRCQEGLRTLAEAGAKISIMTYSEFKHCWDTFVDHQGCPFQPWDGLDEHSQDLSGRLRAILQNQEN
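Read-out is eYFP fluorescence (Ex 488/Em 500-530) from Vif-expressing HeLa A3G-eYFP cells; more signal means A3G escaped Vif-mediated degradation. Cells plated overnight, compound pinned in, incubated overnight at 37 deg C.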
D1 agonist = activates the human D1 dopamine receptor; HEK293 T-REx D1 cells, calcium flux, agonist mode; activation, % at 2 µM; actives 1% (n = 360,000); AID 504660; in the data active means activation above about 30%; further: 0% is about no effect
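Agonism was scored from calcium flux recorded over 180 s (1 read/s) after pintool compound addition, following a 10-cycle baseline. Cells were inducible force-coupled HEK293 TREx D1, plated overnight at 30 C and loaded with no-wash calcium dye.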
GRP78 ERSR act = inducers of ER stress response in human glioma cells; U87-MG GRP78 promoter luciferase reporter, 16 h; Potency, µM, for inactives: at the highest dose activation, usual class: activators; actives 0.02% (n = 420,000); further: potency means the concentration at half of the fitted maximal effect; series mostly up to about 76 µM; % of control where 0% means no effect; nearly all actives have a fitted effect of over 35% in size
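Stably transfected U87-MG human glioma cells carrying a GRP78-based luminescent sensor were seeded at 1000 cells/well, pin-dosed with compounds and incubated 16 h. Luciferase reagent was then added, and end-point luminescence was read after 10 min at room temperature.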
D1 antag = human D1 dopamine receptor antagonism. P21728. HEK293 TREx D1 cells, calcium flux, dopamine EC80; stronger effect = lower value. activity change, negative = inhibition, % at 10 µM. actives 3.2% (n = 360,000). AID 504652; in the data active means activity change below about -30%; further: on the % scale 0 is the no-effect control and ±100 the full control effect
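After overnight tetracycline induction at 30 C, force-coupled D1 HEK293 cells took up a no-wash calcium dye at room temperature. Compounds were added and monitored 180 s, and the response to EC80 dopamine was then recorded.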
Vif-APOBEC3F blk = Vif-A3F binding inhibition; HeLa A3F-eYFP + Vif (tagged APOBEC3F with the HIV-1 protein that degrades it), YFP fluorescence increase; Potency, µM (titrated, usually from 46.1 µM), for inactives: top-dose activity, negative = active; actives 0.2% (n = 390,000); further: potency means the concentration at half of the fitted maximal effect; % of control where 0% means no effect; nearly all actives have a fitted effect of over 65% in size
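HeLa cells stably expressing A3F-eYFP plus Vif, plated and incubated overnight at 37 deg C, then exposed to compounds overnight at 37 deg C. Blocked degradation read as raised yellow fluorescence (Ex 488/Em 500-530).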
RXFP1 agonist = RXFP1 (human) receptor agonism; Potency, µM (series often up to 57.5 µM), for the others: top-dose activation, most hits filed as activators; actives 0.3% (n = 370,000); HEK293T-RXFP1 cAMP TR-FRET, 30 min; response scale: percent of porcine relaxin response, buffer zero; AID 2676; Q9HBX9; further: potency means the concentration at half of the fitted maximal effect; on the % scale 0 is the no-effect control and ±100 the full control effect; nearly all actives have a fitted effect of over 60% in size; many of its hits are not listed in these tables
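HEK293T cells stably expressing RXFP1 were pretreated with the PDE4 inhibitor Ro 20174, exposed to compounds for 30 min at 37C, lysed, and cAMP was read by TR-FRET. Data normalized to buffer (basal) and 29 nM porcine relaxin (100%).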
* hit, by the source's call; ? = inconclusive; nt = not tested or not shown; & = joins results of further samples. Unless noted, the call rests on the fitted dose curve; in most records, active means well fitted curve in the direction sought with a large enough effect; inconclusive means small, poorly fitted or top-dose-only effect, or another doubt; inactive means no such curve, though single readings can be large; an effect the other way counts as inactive or inconclusive.

Structure,D1 potentiator,LDHA inh,D2 potentiator,Vif-APOBEC3G blk,D1 agonist,GRP78 ERSR act,D1 antag,Vif-APOBEC3F blk,RXFP1 agonist
Cc1c(NC(=O)Cc2ccc(Cl)cc2)cccc1-c1nc2cccnc2s1,-4.0,2.2,-10.4,-0.6%,-0.4,-5.5%,2.6,4.2%,2.0%
CC(=O)Nc1ccc(NC(=O)CSc2ccc(C)cc2)cc1,-3.9,-6.5,1.1,1.5%,2.1,2.6%,-3.4,-3.6%,-0.1%
O=C(Nc1ccc(Cl)cc1)Nc1nnc(SCc2ccc(Cl)cc2)s1,-8.7,-6.5,3.6,-3.0%,0.4,-3.0%,-3.0,0.8%,1.7%
O=C(Oc1ccccc1N1C(=O)C2CCCCC2C1=O)c1ccccc1 (stereo not given),12.8,-6.4,15.3,0.3%,-0.4,-2.9%,-12.7,2.2%,1.5%
CCCOC(=O)c1ccc(OCC(O)CN2CCN(C(=O)c3ccccc3)CC2)cc1 (stereo not given),-4.1,-5.8,5.1,0.6%,9.0,-2.4%,7.3,-1.4%,9.9%
COc1ccc2[nH]c(=O)c(CN(C(=O)c3cccnc3)c3ccccc3OC)cc2c1,-0.3,-0.9,19.4,-0.3%,-3.3,-3.8%,-8.6,-1.7%,0.7%
COc1ccccc1NC(=O)CCCc1nc(-c2ccc(OC)c(OC)c2)no1,4.8,-8.4,-0.4,0.8%,0.9,-4.6%,-8.9,0.4%,1.4%
CCOc1ccc(Nc2nc3ccccc3n3nnnc23)cc1,-1.8,-11.1,nt,-17.5%,10.1,-0.8%,3.3,?,0.1%
Cc1ccc(Sc2c(O)c3ccccc3n(C)c2=O)cc1,1.9,-0.1,-2.8,-4.2%,0.6,-1.9%,19.3,-1.6%,?
COCCN(C(=O)C(C)C)c1nnc(-c2cccc(C)c2)s1,-3.6,-4.1,1.6,-2.9%,8.2,-1.0%,2.3,-5.0%,2.8%
CCn1c(SCC(=O)NC2CC2)nnc1-c1ccccc1,nt,-1.8,nt,-1.2%,nt,-1.3%,nt,-6.2%,nt
CC(=O)OCC(=O)C1(O)CCC2C3CCC4=CC(=O)CCC4(C)C3(F)C(O)CC21C (stereo not given),nt,-8.9,nt,0.1%,nt,-4.2%&-4.3%,nt,-28.3%,nt
O=C(N[C@@H](Cc1ccccc1)C(=O)N1CCN(S(=O)(=O)c2ccccc2F)CC1)c1ccco1,nt,-3.9,nt,-3.7%,nt,-2.1%,nt,1.7%,nt
CCOc1ccc(OC(=O)c2cccnc2)cc1,3.8,-3.8,5.5,0.0%,4.5,-4.7%,-2.5,2.8%,0.3%
C=CCNc1nc(C(=O)OCC(=O)c2ccc(Cl)cc2)cs1,-0.8,-3.3,-9.3,-1.4%,6.8,1.9%,11.6,-10.9%,11.9%
COc1ccccc1OC(=O)C1CC(=O)N(c2ccc(Cl)cc2)C1 (stereo not given),-2.5,0.5,34.4*,5.8%,9.4,-2.7%,-23.1,-5.0%,0.7%
CCCc1c(C(=O)N/N=C/c2ccccc2C(F)(F)F)nnn1-c1nonc1N,2.4,-6.1,-2.4,-0.2%,5.7,-4.4%,14.1,-5.3%,1.8%
CCN1C(=NCCOC)N[C@@H](c2cccc(C(F)(F)F)c2)C(C(=O)OC)=C1C,1.9,-12.5,nt,1.5%,5.0,-2.9%,-24.3,3.1%,-0.9%
CCn1ncc(Br)c1C(=O)Nc1cccc(C(C)=O)c1,-4.2,1.7,15.7,0.0%,2.3,1.7%,-2.5,-24.5%,0.5%
CCOc1ccccc1NC(=O)Cn1cnc2sc(C)c(S(=O)(=O)N3CCC(C)CC3)c2c1=O,2.5,2.4,-5.8,2.1%,2.9,-4.1%,2.7,1.2%,-0.7%
CCOC(=O)c1nc(C)sc1-c1ccnn1S(=O)(=O)c1ccccc1C(F)(F)F,-1.4,-1.0,5.0,-0.4%,4.3,-4.1%,2.0,5.2%,-1.3%
Cc1ccn(C(=O)c2ccc(NC(=O)C3CC3)cc2)n1,-0.9,-1.2,-7.9,-5.2%,2.9,-3.4%,-1.4,1.9%,3.0%
CC(NC(=O)C1CCCN1S(=O)(=O)c1ccccc1)c1ccccc1 (stereo not given),-0.5,-3.6,10.4,2.3%,-0.4,-3.4%,-4.0,3.7%,3.8%
CCOc1ccc(NC(=O)NCCN2C(C)CCCC2C)cc1 (stereo not given),3.6,-1.7,9.1,0.7%,0.5,-2.3%,-11.7,-1.5%,1.3%
CCN(CC(=O)Nc1ccc(OC)cc1)C(=O)c1cccc(S(=O)(=O)N2CCN(c3ccccc3)CC2)c1,nt,-0.8,nt,-4.1%,nt,-2.9%,nt,-0.8%,nt
CCCN1CCN(S(=O)(=O)c2ccc3c(c2)NC(=O)C(C)C(=O)N3)CC1 (stereo not given),1.4,2.5,7.6,2.3%,2.0,-2.5%,-0.3,-3.0%,1.9%
COc1ccc(C(=O)NC(CCSC)C(=O)N2CCCCCC2)cc1 (stereo not given),nt,-1.3,-1.9,-4.8%,1.4,-5.3%,17.1,-25.5%,0.5%
O=C(Cc1cccc(F)c1)N1CCOCC1,nt,-4.9,nt,-4.3%,nt,-2.5%,nt,-13.4%,nt
O=c1c2ccccc2nc(-c2ccccc2)n1O,nt,-4.4,nt,1.0%,nt,-3.4%,nt,1.1%,nt
Cc1ccc(OCC(=O)N2CCC(N3CCCCCC3)CC2)cc1,-1.4,-8.6,nt,1.7%,2.4,1.4%,-14.2,1.3%,-0.1%
Cc1ccccc1OCC(O)Cn1c(NCc2ccco2)nc2c1c(=O)[nH]c(=O)n2C (stereo not given),-14.8,-0.8,4.7,-13.9%,1.9,-0.1%,-5.7,-2.4%,-0.2%
Cc1ccccc1CCNC(=O)C1CCN(S(=O)(=O)c2ccc3c(ccn3C)c2)CC1,0.5,0.7,-10.7,-0.5%,4.5,-4.3%,2.6,-7.2%,-0.6%
COc1cccc(CNC(=O)[C@H](CC(C)C)NC(=O)N2CCn3c2nc2ccccc23)c1,0.5,-1.3&-4.1,5.7,-2.7%,1.1,-4.6%,-2.9,-18.2%,1.7%
Nc1cc(-c2ccc(Br)cc2)nc2cc(-c3ccccc3)nn12,-1.3,5.4,nt,-5.8%,1.5,1.2%,1.2,-1.9%,3.7%
COc1ccc(/C=N/NS(=O)(=O)c2ccccc2)cc1OC,-2.2,-1.3,11.2,0.0%,4.4,-5.8%,-15.4,5.2%,0.2%
COc1ccc(NS(=O)(=O)c2cc(NC(=O)C3CC3)ccc2N2CCCCC2)cc1,7.7,-1.5,-3.5,?,3.8,-4.1%,4.5,-2.0%,1.7%

Single records, as listed above.
O=C(Cc1cccc(F)c1)N1CCOCC1 reads D1 potentiator = nt; LDHA inh = -4.9; D2 potentiator = nt; Vif-APOBEC3G blk = -4.3%; D1 agonist = nt; GRP78 ERSR act = -2.5%; D1 antag = nt; Vif-APOBEC3F blk = -13.4%; RXFP1 agonist = nt
Cc1ccccc1CCNC(=O)C1CCN(S(=O)(=O)c2ccc3c(ccn3C)c2)CC1 reads D1 potentiator = 0.5; LDHA inh = 0.7; D2 potentiator = -10.7; Vif-APOBEC3G blk = -0.5%; D1 agonist = 4.5; GRP78 ERSR act = -4.3%; D1 antag = 2.6; Vif-APOBEC3F blk = -7.2%; RXFP1 agonist = -0.6%

Other results:
Structure,D1 potentiator,LDHA inh,D2 potentiator,Vif-APOBEC3G blk,D1 agonist,GRP78 ERSR act,D1 antag,Vif-APOBEC3F blk,RXFP1 agonist
O=C(CCCCn1c(=O)c2ccccc2n(Cc2cccc(F)c2)c1=O)NCc1ccc2c(c1)OCO2,0.1,-6.9,-3.4,-23.9%,5.4,-2.1%,-7.2,0.7%,9.6%
CCOC(=O)C(C)On1c(-c2ccc(Cl)cc2)nc2ccc([N+](=O)[O-])cc21 (stereo not given),-9.7,-1.0,-4.3,6.3%,6.5,-6.4%,-39.5*,-0.2%,1.5%
C=CCSc1nnc2c(n1)OC=Nc1ccc(Br)cc1-2,4.5,-8.9,-3.2,-5.6%,-0.4,-5.5%,1.1,0.4%,9.7%
COc1ccc(CCNC(=O)c2ccc3c(c2)N(Cc2ccccc2F)C(=O)c2ccccc2S3=O)cc1OC (stereo not given),1.9,-4.2,10.0,2.8%,0.7,?,7.9,1.9%,-0.5%
COc1ccc(/C=C2\SC(=S)N(CCC(=O)NC3=NCCS3)C2=O)cc1OC,6.1,-4.9,3.3,2.2%,1.0,-12.3%,10.5,?,6.2%
Cc1ccc(S(=O)(=O)N2[C@@H](c3ccc(C(C)(C)C)cc3)C(C(=O)O)=CC[C@H]2c2ccc(Cl)cc2)cc1,nt,-6.0,nt,-11.4%,nt,-3.1%,nt,-3.0%,nt
CC1(C)Cc2c(sc(NC(=O)c3ccco3)c2C#N)CO1,-2.0,-5.7,2.2,-1.1%,3.2,0.9%,-22.0,-0.3%,2.6%
O=C(CSc1nc(=O)n(Cc2cccnc2)c2c1CCC2)Nc1cccc(Cl)c1,0.5,-0.5,15.3,5.8%,-2.4,-0.9%,nt,-0.6%,-0.5%
COc1cc(OC)cc(C(=O)NCCSc2c[nH]c3ccccc23)c1,2.2,5.9,-0.8,-4.1%,6.6,2.6%,-6.1,-19.9%,0.0%
CC(=O)c1cccc(NC(=S)NCCc2ccc(Cl)cc2)c1,-4.8,-1.8,nt,0.9%,15.0,-1.1%,-26.7,-1.8%,0.0%
CN(CC(=O)Nc1ccc(Cl)c(C(F)(F)F)c1)C(=O)C1(c2ccccc2)CC1,-5.8,3.2,5.3,-5.3%,11.0,-2.9%,-10.3,-29.6%,2.9%
O=C(Cn1ccc([N+](=O)[O-])n1)NCCc1c[nH]c2ccccc12,-2.0,-1.5,0.2,7.7%,0.7,-3.0%,14.9,-0.1%,4.0%
CCCCOC(=O)c1cccc(NC(=O)/C=C/c2ccccc2Cl)c1,-2.4,-5.0,9.5,7.0%,16.4,-10.3%,-16.3,1.4%,-0.6%
CNC(=O)CCN(Cc1ccco1)S(=O)(=O)c1ccc(OC)c(OC)c1,-2.5,-5.4,0.1,1.7%,3.4,-3.0%,1.7,2.1%,3.7%

An excerpt (hit frequency here may not be typical).
